XIAP antagonists – XIAP antagonists, biochemical, IAP family, fluorescence polarization (AID 1018); E3 ubiquitin-protein ligase XIAP (Homo sapiens); 200,000 tested, 0.007% active; displacement, % at 20 µM; hits with a dose series show IC50 in µM; XIAP BIR domain, fluorescence polarization peptide displacement; higher % means a stronger effect; in the data active means displacement above about 50%; further: a part of the inactive calls stands beside numbers as strong as those of hits
MgcRacGAP inhibition – MgcRacGAP GTPase-activating activity inhibitors, confirmation, biochemical, ADP Hunter fluorescence | Rac GTPase-activating protein 1 (Homo sapiens) | MgcRacGAP-stimulated Rac1 GTP hydrolysis, ADP Hunter fluorescence; higher % means a stronger effect; GST-tagged Rac1 F28L mutant substrate | inhibition, % at 30 µM, or IC50 in µM where a hit was titrated | 340,000 tested, 0.6% active;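 active means first-screen hits whose inhibition reached a set limit at any dose in the follow-up dose series; inconclusive means inhibition above the set first-screen limit but never retested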;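 further: fluorescence reports GDP produced by GAP-driven GTP hydrolysis; strong numbers were not always called active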
RSV antiviral HEp-2 – RSV antiviral activity via CPE protection, HEp-2 cells, primary 10 µM value included (AID 2391); HEp-2 cells, RSV-induced CPE inhibition; higher % means a stronger effect; CPE inhibition, % at 10 µM; hits with a dose series show IC50 in µM; 310,000 tested, 0.13% active; in the data active means a potency from the dose series; inconclusive means CPE inhibition mostly from about 23% at the one dose, without a potency; inactive means the rest, 99 in 100 with CPE inhibition below about 21%; further: strong numbers were not always called active
LYP phosphatase – inhibitors of LYP phosphatase, biochemical, fluorescence intensity, uHTS (AID 1779); Tyrosine-protein phosphatase non-receptor type 22 (Homo sapiens); inhibition, % at 11.5 µM, or IC50 in µM where a hit was titrated; 290,000 tested, 0.054% active; recombinant LYP phosphatase, fluorescence intensity; higher % means a stronger effect; in the data active means inhibition above about 50%;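 further: plate controls were vehicle with enzyme for no effect and no enzyme for full effect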
Siah-1 displacement – Siah-1 peptide-binding antagonists, primary screen, biochemical, fluorescence polarization, rhodamine-plectin, uHTS (AID 1817). E3 ubiquitin-protein ligase SIAH1 (Homo sapiens). Siah-1 / rhodamine-plectin peptide fluorescence polarization; higher % means a stronger effect. displacement, % at 20 µM, or IC50 in µM where a hit was titrated. 290,000 tested, 0.02% active;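 active means displacement of at least 50% at 20 µM, with a fluorescence ratio check between 0.3 and a set limit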;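 further: plate controls were Siah plus tracer with DMSO for no effect and tracer alone without Siah for full effect; strong numbers were not always called active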
HIV fusion peptide – inhibitors of HIV fusion peptide binding, primary screen, biochemical, uHTS, fluorescence dequenching (AID 1986). cell-free peptide binding, fluorescence dequenching, 30 min; higher % means a stronger effect. 290,000 tested, 0.3% active. inhibition, % at 20 µM; hits with a dose series show IC50 in µM; in the data active means inhibition mostly above about 52%, no sharp cut-off; inactive means mostly below about 76%; further: some results filed as inactive read as strong as hits
Large T inhibition – SV40 large T antigen inhibitors, biochemical (AID 1903); SV40 large T antigen ATPase/helicase inhibition assay; higher % means a stronger effect; inhibition, % at 20 µM, or IC50 in µM where a hit was titrated; 310,000 tested, 0.39% active; in the data active means a potency from the dose series; inconclusive means inhibition mostly from about 32% at the one dose, without a potency; inactive means the rest, 99 in 100 with inhibition below about 32%; further: strong numbers were not always called active
AID2073 – inhibitors of Mint1-CaV2.2 protein interaction, biochemical, HTRF (AID 2073). one-dose inhibition, % at 20 µM; IC50 in µM for titrated hits. HTRF protein-protein interaction, Mint1-CaV2.2; higher % means a stronger effect. Voltage-dependent N-type calcium channel subunit alpha-1B (Homo sapiens). 290,000 tested, 0.19% active; in the data active means inhibition mostly above about 51%, no sharp cut-off; inconclusive means no clear call, values can overlap the other calls; inactive means mostly below about 53%; further: some results filed as inactive read as strong as hits
Dengue-2 NS5 capping – Dengue-2 NS5 methyltransferase inhibitors, primary screen, biochemical, confirmation dose response (AID 588689) | one-dose inhibition, % at 25 µM; IC50 in µM for titrated hits | 340,000 tested, 0.3% active | Dengue-2 NS5 methyltransferase capping enzyme assay, biochemical; higher % means a stronger effect; in the data active means a potency from the dose series; inconclusive means inhibition above about 29% without an active follow-up result
* = called active by the depositor; ? = inconclusive; · = no result given.

[1] Cc1cccc(N2CCN(C(C)C(=O)N3CCc4ccccc43)CC2)c1C (configuration not stated)
[2] CCOC(=O)C1CCN(C(=O)c2ccc(Oc3cc(Cl)cc(Cl)c3)o2)CC1
[3] COc1cc(Cl)c(S(=O)(=O)NCc2cccnc2)cc1Cl
[4] CC(C)(O)c1cc(=O)sc2nc3ccccc3n12
[5] CC(C)c1ccc(NC(=O)c2ccc3snnc3c2)cc1
[6] C=CCN=C1NN=C(c2cc(C)n(CCOC)c2C)CS1

assay / compound,1,2,3,4,5,6
XIAP antagonists,·,·,-1.0%,-3.9%,·,-4.0%
MgcRacGAP inhibition,6%,11%,18%,11%,-1%,2%
RSV antiviral HEp-2,?,4.0%,3.1%,1.9%,3.5%,2.4%
LYP phosphatase,-6%,-7%,-14%,-8%,-2%,1%
Siah-1 displacement,2%,2%,-2%,12%,-2%,-1%
HIV fusion peptide,2.5%,-1.6%,-2.3%,3.3%,-0.9%,26%
Large T inhibition,9%,9%,10%,7%,22%,4%
AID2073,-2%,-13%,-3%,10%,6%,14%
Dengue-2 NS5 capping,-2%,3%,-3%,1%,-2%,-2%

[7] COc1cc(C)ccc1OCCOCCOc1ccc(C)cc1[N+](=O)[O-]
[8] CCOC(=O)C1CCCN(C(=O)C(=O)Nc2ccc3nc4n(c(=O)c3c2)CCCCC4)C1 (configuration not stated)
[9] CC(C)(C)N=C1NN=C(c2ccc(S(=O)(=O)N3CCCCC3)cc2)CS1
[10] CCCc1cc(=O)oc2cc(C)cc(OCC(=O)NC3CC3)c12
[11] CC1(C)Cc2ccccc2-c2nnc(SCc3ccc(C#N)cc3)n21
[12] O=C(OCc1ccco1)c1cccnc1

assay / compound,7,8,9,10,11,12
XIAP antagonists,1.1%,·,·,·,1.7%,-1.6%
MgcRacGAP inhibition,11%,6%,1%,11%,11%,9%
RSV antiviral HEp-2,3.1%,0.8%,15%,2.8%,?,0.7%
LYP phosphatase,-4%,-11%,·,-10%,-7%,-8%
Siah-1 displacement,0%,-5%,·,-1%,5%,3%
HIV fusion peptide,0.3%,0.6%,·,1.3%,1.5%,1.4%
Large T inhibition,0%,-30%,12%,12%,-1%,25%
AID2073,8%,6%,·,16%,14%,4%
Dengue-2 NS5 capping,0%,2%,3%,3%,-10%,-1%

[13] CCOC(=O)COc1ccccc1/C=C1/NC(=O)NC1=O
[14] CC(C)Nc1nc(Oc2ccc(Cl)cc2Cl)cc(C(F)(F)F)n1
[15] O=S(=O)(c1ccccc1)C1(S(=O)(=O)c2ccccc2)CCCC1
[16] COc1ccccc1C(=O)Nc1ccc(-c2nnn(CC(=O)NCc3ccco3)n2)cc1
[17] O=S(=O)(NCc1nc2ccccc2[nH]1)c1ccccc1
[18] Cc1cc(C(=O)N/N=C/c2ccco2)c2ccccc2n1

assay / compound,13,14,15,16,17,18
XIAP antagonists,-1.2%,-10%,-4.3%,·,·,-7.4%
MgcRacGAP inhibition,9%,6%,7%,3%,7%,2%
RSV antiviral HEp-2,0.4%,7.1%,1.6%,1.2%,1.2%,1.2%
LYP phosphatase,-3%,2%,-10%,-11%,-12%,-4%
Siah-1 displacement,4%,-2%,-1%,13%,3%,5%
HIV fusion peptide,-1.1%,-1.1%,1.3%,1.9%,1.7%,2.9%
Large T inhibition,10%,-1%,6%,4%,3%,3%
AID2073,-2%,-1%,0%,66%,6%,7%
Dengue-2 NS5 capping,0%,-5%,-10%,-4%,-3%,-2%

[19] NCCCn1c(C(=O)c2cc(Cl)c(N)c(Cl)c2)c2ccc(C(F)(F)F)cc2[n+]1[O-]
[20] COCCCn1c(C(=O)NCCN2CCOCC2)cc2c(=O)n3ccccc3nc21
[21] Cc1nc2sc(C)c(C)c2c(=O)[nH]1
[22] O=C(Cc1ccc(S(=O)(=O)N2CCOCC2)s1)Nc1ccccc1N1CCOCC1
[23] CCc1ccc(N(C(C)=O)c2nc(CCl)cs2)cc1
[24] CCc1nnc(NC(=O)CSc2ccc(-c3cccs3)nn2)s1

assay / compound,19,20,21,22,23,24
XIAP antagonists,·,·,-3.7%,-5.4%,-3.7%,3.3%
MgcRacGAP inhibition,6%,5%,4%,6%,5%,10%
RSV antiviral HEp-2,0.9%,0.1%,3.9%,18%,3.7%,-0.8%
LYP phosphatase,·,-24%,-14%,-2%,3%,-4%
Siah-1 displacement,·,2%,-2%,1%,-1%,0%
HIV fusion peptide,·,-0.6%,6.4%,0.4%,0.3%,-2.0%
Large T inhibition,7%,3%,3%,15%,9%,-7%
AID2073,·,48%,13%,19%,-9%,-4%
Dengue-2 NS5 capping,-10%,-1%,1%,2%,-9%,2%

[25] O=C(NCc1ccco1)Nc1ccc(Br)cc1
[26] CCCOc1cccc(C2/C(=C(/O)c3ccc(OC)cc3)C(=O)C(=O)N2CCN(C)C)c1 (configuration not stated)
[27] O=C(NC(=S)Nc1ccc2[nH]c(=O)[nH]c2c1)c1cncc(Br)c1
[28] COc1ccc(C[C@](C)(N)C(=O)O)cc1OC
[29] CCOc1ccc(NC(=O)CN(C)C(=O)c2cccnc2SC)cc1OCC
[30] COc1ccccc1N1CC(C(=O)Nc2cc(C(F)(F)F)ccc2N2CCCC2)CC1=O (configuration not stated)

assay / compound,25,26,27,28,29,30
XIAP antagonists,-4.5%,-3.3%,-7.6%,·,·,·
MgcRacGAP inhibition,4%,7%,22%,-10%,9%,7%
RSV antiviral HEp-2,2.6%,3.4%,2.1%,0.1%,1.3%,-0.6%
LYP phosphatase,-8%,-13%,-8%,·,-5%,·
Siah-1 displacement,0%,-1%,11%,·,0%,·
HIV fusion peptide,-3.5%,-1.8%,-1.2%,·,0.9%,·
Large T inhibition,9%,-1%,5%,11%,9%,14%
AID2073,-6%,4%,32%,·,-5%,·
Dengue-2 NS5 capping,·,3%,-3%,-4%,1%,0%

[31] COc1cccc(OC)c1OCCOCCn1cnc2ccccc2c1=O
[32] Cc1cc(C)c(S(=O)(=O)N2CCCC2=O)c(C)c1
[33] Cc1ccc(N(C(=O)c2ccc(CN3CCOCC3)o2)C(C(=O)NCCC(C)C)c2cccs2)c(C)c1 (configuration not stated)
[34] COc1ccc(C(=O)C2CCCN(Cc3c(C)[nH]c4ccccc34)C2)c(OC)c1 (configuration not stated)
[35] C=CCNc1oc(Cc2cccc3ccccc23)nc1C#N
[36] COC(=O)CCC(=O)OC1(C)C(=O)C=C2C=C(C3CC3)N(CC3CC3)C=C2C1=O (configuration not stated)

assay / compound,31,32,33,34,35,36
XIAP antagonists,-7.3%,-20%,3.0%,-11%,-3.4%,·
MgcRacGAP inhibition,-1%,2%,-5%,·,4%,11%
RSV antiviral HEp-2,0.7%,1.0%,4.3%,-1.0%,0.8%,1.1%
LYP phosphatase,-5%,-5%,-11%,-6%,-8%,-12%
Siah-1 displacement,0%,3%,-7%,-2%,2%,-7%
HIV fusion peptide,-2.2%,0.6%,-1.4%,1.4%,-3.8%,0.4%
Large T inhibition,19%,4%,25%,17%,-3%,22%
AID2073,-11%,2%,-2%,-2%,-1%,10%
Dengue-2 NS5 capping,-15%,-4%,1%,·,-6%,10%

[37] CCC(=O)Nc1cc(ON=C(C)C)cc([N+](=O)[O-])c1
[38] CS(=O)(=O)c1ccc(-n2nnc3ccccc32)c([N+](=O)[O-])c1
[39] Cc1nn(-c2ccc(N3CCOCC3)nn2)c(C)c1CCC(=O)Nc1ccc(F)cc1
[40] CCOC(=O)C(Oc1ccc2c(-c3ccccc3)cc(=O)oc2c1C)c1ccccc1 (configuration not stated)
[41] O=C(CNC(=O)c1ccccc1F)c1ccccc1
[42] Cc1cccc(NC(=O)CCc2ccc(C)o2)c1

assay / compound,37,38,39,40,41,42
XIAP antagonists,-1.6%,·,·,-2.4%,·,-3.9%
MgcRacGAP inhibition,9%,5%,9%,7%,4%,5%
RSV antiviral HEp-2,0.7%,2.9%,-0.1%,8.6%,1.7%,0.0%
LYP phosphatase,-3%,-7%,-9%,0%,-11%,-4%
Siah-1 displacement,6%,4%,-1%,3%,13%,3%
HIV fusion peptide,0.8%,2.6%,-1.1%,0.8%,-0.4%,2.0%
Large T inhibition,22%,6%,4%,18%,7%,-4%
AID2073,2%,11%,17%,6%,24%,10%
Dengue-2 NS5 capping,-8%,-4%,-10%,-4%,3%,-15%

[43] COc1ccc(OCc2nnc(NC(=O)Nc3ccc(F)cc3)s2)cc1
[44] O=c1[nH]c(/C=C/c2ccc([N+](=O)[O-])cc2)c([N+](=O)[O-])c(=O)[nH]1
[45] COc1ccccc1/C=C/C=N/NC(=O)c1ccncc1
[46] CNS(=O)(=O)c1cccc(C(=O)OCC(=O)Nc2cc(F)ccc2F)c1
[47] O=C1c2cc([N+](=O)[O-])ccc2-c2ncccc21
[48] O=C(Nc1cccc2cccnc12)c1ccc(Cl)cc1
[49] CCOC(=O)CCS(=O)(=O)c1nc(-c2ccccc2)cc(C(F)(F)F)n1

assay / compound,43,44,45,46,47,48,49
XIAP antagonists,-4.8%,·,-0.4%,-2.2%,·,·,-4.2%
MgcRacGAP inhibition,5%,15%,12%,4%,-5%,15%,2%
RSV antiviral HEp-2,0.8%,1.0%,0.7%,-0.4%,0.6%,0.6%,·
LYP phosphatase,-7%,-4%,2%,-1%,-2%,3%,4%
Siah-1 displacement,1%,6%,0%,0%,2%,-2%,2%
HIV fusion peptide,0.1%,10%,-1.2%,0.2%,-0.8%,1.6%,0.9%
Large T inhibition,2%,19%,13%,5%,7%,-1%,25%
AID2073,-26%,9%,4%,3%,3%,2%,-29%
Dengue-2 NS5 capping,-11%,·,-6%,-4%,2%,1%,-56%

Filtered by structure, those above containing a furan ring, fused or not
[2] CCOC(=O)C1CCN(C(=O)c2ccc(Oc3cc(Cl)cc(Cl)c3)o2)CC1
[12] O=C(OCc1ccco1)c1cccnc1
[16] COc1ccccc1C(=O)Nc1ccc(-c2nnn(CC(=O)NCc3ccco3)n2)cc1
[18] Cc1cc(C(=O)N/N=C/c2ccco2)c2ccccc2n1
[25] O=C(NCc1ccco1)Nc1ccc(Br)cc1
[33] Cc1ccc(N(C(=O)c2ccc(CN3CCOCC3)o2)C(C(=O)NCCC(C)C)c2cccs2)c(C)c1 (configuration not stated)
[42] Cc1cccc(NC(=O)CCc2ccc(C)o2)c1

assay / compound,2,12,16,18,25,33,42
XIAP antagonists,·,-1.6%,·,-7.4%,-4.5%,3.0%,-3.9%
MgcRacGAP inhibition,11%,9%,3%,2%,4%,-5%,5%
RSV antiviral HEp-2,4.0%,0.7%,1.2%,1.2%,2.6%,4.3%,0.0%
LYP phosphatase,-7%,-8%,-11%,-4%,-8%,-11%,-4%
Siah-1 displacement,2%,3%,13%,5%,0%,-7%,3%
HIV fusion peptide,-1.6%,1.4%,1.9%,2.9%,-3.5%,-1.4%,2.0%
Large T inhibition,9%,25%,4%,3%,9%,25%,-4%
AID2073,-13%,4%,66%,7%,-6%,-2%,10%
Dengue-2 NS5 capping,3%,-1%,-4%,-2%,·,1%,-15%

Bioassay records (PubChem BioAssay)
